Screens: PubChem, National Center for Advancing Translational Sciences (NCATS)
Tb PYK inh – blocks Trypanosoma brucei pyruvate kinase | TbPYK enzyme, Kinase-Glo Plus ATP luminescence, 45 min | Q57TT1 | Potency, µM (highest dose often 76.8 µM), for inactives: at the top dose activity, negative = inhibition, hits mostly inhibitors | 0.12% of 410,000 active | AID 624173; active = well fitted inhibition curve with a large enough effect; inconclusive = small, poorly fitted or top-dose-only effect; also: nearly all actives have a fitted effect of over 50% in size
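In this concentration-response screen, enzyme-free wells defined baseline while DMSO plates tracked drift. Each reaction combined TbPYK, substrate, compound and 130 uM ADP for 45 min at room temperature. Kinase-Glo Plus luminescence gave the signal.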
* = called active by the depositor; ? = inconclusive; [ ] = dose if it differs, or a comment. % is scaled to controls: 0 for no effect and ±100 for the full control effect; potency is read from the fitted curve at half-maximal effect. Only part of the results is shown. The share of hits here may be higher or lower than overall.

SMILES	Tb PYK inh
COc1ccc(-n2nc3c(N4CCCC(C(=O)NCCc5ccccc5C)C4)nnc(C)c3c2C)cc1 (stereo not drawn)	0%
Cc1cc(O)c(C(C)C)cc1N=Cc1ccc(N(C)C)cc1	?
COc1ccc(-c2[nH][nH]c(=O)c2NC(=O)c2ccc([N+](=O)[O-])cc2)cc1	2%
CCN(CC)C(=O)C1=C(C)N(Cc2ccc(OC)cc2)C(=O)C(CC(=O)NCCCCc2ccccc2)C1 (stereo not drawn)	0%
CC(=O)c1cccc(-c2ccnc3c2CC(C(=O)Nc2ccc(Cl)c(C(F)(F)F)c2)O3)c1 (stereo not drawn)	-7%
Cc1cc2nc(C3CCCCC3)c(Cc3cccc(Cl)c3)n2c(C)c1Br	-1%
CC(C)Oc1ccc(CNC(=O)c2ccccc2NC(=O)c2nsc3ccccc23)cc1	3%[15.4 µM]
O=C(c1ccccc1)N1CCN(c2cc(-c3ccccc3)nc3cc(-c4cccc(Cl)c4)nn23)CC1	4%
CC1(C(=O)NS(=O)(=O)C2CC2)CCCN(C(=O)c2ccc(F)c(Cl)c2)C1 (stereo not drawn)	-7%
O=C(OCc1cn([C@@H]2C[C@H](c3ccc(Cl)cc3)N(CC3CCCCC3)C[C@H]2O)nn1)c1ccccc1	-2%

Exported in CSV form: seven of the compounds above.
SMILES,Tb PYK inh
COc1ccc(-n2nc3c(N4CCCC(C(=O)NCCc5ccccc5C)C4)nnc(C)c3c2C)cc1 (stereo not drawn),0%
Cc1cc(O)c(C(C)C)cc1N=Cc1ccc(N(C)C)cc1,?
COc1ccc(-c2[nH][nH]c(=O)c2NC(=O)c2ccc([N+](=O)[O-])cc2)cc1,2%
CCN(CC)C(=O)C1=C(C)N(Cc2ccc(OC)cc2)C(=O)C(CC(=O)NCCCCc2ccccc2)C1 (stereo not drawn),0%
CC(=O)c1cccc(-c2ccnc3c2CC(C(=O)Nc2ccc(Cl)c(C(F)(F)F)c2)O3)c1 (stereo not drawn),-7%
Cc1cc2nc(C3CCCCC3)c(Cc3cccc(Cl)c3)n2c(C)c1Br,-1%
CC(C)Oc1ccc(CNC(=O)c2ccccc2NC(=O)c2nsc3ccccc23)cc1,3%[15.4 µM]

Next part:
SMILES	Tb PYK inh
O=c1[nH]cc(CN2CCOCC2)c(=O)[nH]1	-1%
COc1cc(C=NN2CCCCC2)cc(OC)c1OC	1%
COC(=O)c1ccc(OC)c(Cn2c(=O)n(Cc3ccccc3)c(=O)c3c2c2cc(OC)ccc2n3C)c1	-9%
Cc1ccc(S(=O)(=O)N2[C@H](C(C)C)[C@H]3[C@H]4C(=O)N(c5ccccc5)C(=O)[C@H]4CC(=O)[C@H]3[C@@H]2c2ccccc2)cc1	-2%
NC1=C(Cl)C(=O)c2ccccc2C1=O	-31%
COCCNC(=O)C1(C)CCCN(C(=O)c2ccc(C#N)cc2)C1 (stereo not drawn)	-2%
COCCCNC(=O)C1CCN(c2cc(C)nc3c(-c4ccc(Cl)cc4)c(C)nn23)CC1	-2%
Cn1c(=O)oc2cc(S(=O)(=O)CCC(=O)NCCc3ccc(Cl)cc3)ccc21	2%
CCCCCOc1ccccc1CN1C(=O)C(=O)c2cc(C)ccc21	0%
N#Cc1cccnc1N1CCN(C(=O)c2[nH]c(C(F)(F)F)nc2-c2ccccc2)CC1	0%

Quoted from the listing.
Tb PYK inh with NC1=C(Cl)C(=O)c2ccccc2C1=O stands at -31%
Tb PYK inh with COc1cc(C=NN2CCCCC2)cc(OC)c1OC stands at 1%

Continued.
SMILES	Tb PYK inh
CC(=O)Nc1cnc(-c2ccccc2C(F)(F)F)cn1	-2%
CCS(=O)(=O)N1CCC(n2c(C)nc3cccnc32)CC1	-3%
O=C(c1cccs1)N1C[C@@H](n2cc(-c3ccc(F)cc3)nn2)[C@H](O)C[C@@H]1c1ccccc1	2%
CCOc1cccc2sc(NC(=O)c3ccc(S(=O)(=O)N4CCCCC4C)cc3)nc12 (stereo not drawn)	2%
CC(C)Oc1ccc(CNS(=O)(=O)c2cnc(N)nc2)cc1	2%
C[C@H](CO)N1C[C@H](C)[C@@H](CN(C)Cc2ccc(-c3ccccc3)cc2)OCc2cnnn2CCCC1=O	3%
O=C(Nc1cc(Cl)ccc1N1CCOCC1)c1ccc2c(c1)OCO2	-7%
CCOC(=O)[C@]12CCC=C1N(Cc1ccco1)C(=O)[C@H](CC(=O)NCCC(C)C)C2	-9%
COc1cccc(-n2c(SCC(=O)Nc3ccc4c(c3)OCO4)nc3c([nH]c4ccccc43)c2=O)c1	5%
C[C@]12CCC3C(CC[C@@H]4[C@H]5O[C@H]5CC[C@]34C)C1CC[C@@H]2O (stereo partly drawn)	-1%
CN1CCN(c2ncc3nc(CCc4ccccc4)c(=O)n(CCC#N)c3n2)CC1	-2%
Nc1ncc(S(=O)(=O)Nc2ccc(OC(F)(F)F)cc2)cn1	-1%
O=C1NC(=S)SC1=Cc1cc(Br)ccc1O	-13%
COc1cc(NC(=O)c2cc(-c3ccccc3O)no2)cc(OC)c1OC	-5%
O=C1CN(C(=O)c2ccc(S(=O)(=O)N3CCCC3)cc2)C(c2ccccc2)c2cc(F)ccc2N1 (stereo not drawn)	2%
Cc1ccc(-n2ncc(C(=O)NCCN3CCc4ccccc4C3)c2C2CCN(C(=O)OC(C)(C)C)CC2)cc1	-12%[15.4 µM]
Cc1ccc(S(=O)(=O)Nc2ccc3c(c2)CCCN3C(=O)c2cccs2)cc1	-3%
COc1ccc(Oc2ncc3ncc(=O)n(CCc4ccccc4)c3n2)cc1	4%
CCCSc1ncc(Cl)c(C(=O)NCc2ccc(OC)cc2)n1	-9%
CC(C)CC(=O)Nc1nnc(SCC(=O)NC2CCCC2)s1	3%
COc1ccc(-n2nnc(-c3nsc(NC(=O)c4cccs4)n3)c2C)cc1OC	1%
CN(Cc1ccccc1)C(=O)c1cccc(NC(=O)Cc2ccc(NC(=O)C3CCCN(C(=O)C4CCCC4)C3)cc2)c1 (stereo not drawn)	3%
CCCCCOc1ccc(C2SC(=O)NC2=O)cc1OCC (stereo not drawn)	-5%
CCc1ccc(CN(Cc2ccco2)c2cnc(S(C)(=O)=O)nc2C(=O)Nc2cccc(C)c2)cc1	-6%
CC1=C(C(=O)N2CCN(c3cccc(C)c3C)CC2)C2(CCCCC2)OC1=O	-7%
Cc1cccc(N2Cc3ccc(Br)cc3C2)c1	-5%
CCc1ccc2c(c1)NC(c1ccc(C)cc1)=NC(c1cccs1)=N2	0%
COc1ccc(CNC(=O)Cn2ncc3c(=O)oc4ccc(C)cc4c32)c(OC)c1	4%
Cc1ccccc1CNC(=O)CCCn1nc(C)c2sc3ccccc3c2c1=O	-10%
COc1cc(CCCN2C(=O)C(=O)NC[C@H]2Cc2cccc3ccccc23)cc(OC)c1OC	-4%
CCc1cccc(NC(=O)c2oc3ccc4c(c3c2C)C(=O)CC(C)(C)O4)c1	-1%
O=S(=O)(NCC(c1ccco1)S(=O)(=O)c1cccs1)c1ccc(F)c(C(F)(F)F)c1 (stereo not drawn)	-5%
Cc1ccc(Cn2c(=O)c3ccccc3n3c(-c4cccc(O)c4)nnc23)cc1	-4%
CCOC(=O)C1=CCN(S(=O)(=O)c2ccccc2)C1c1ccccc1 (stereo not drawn)	-1%
Cc1cc2c(cc3c(SCc4ccccc4Cl)nnc(C)n32)o1	3%
Cc1ccc([C@H]2C[C@H](n3cc(C4CC4)nn3)[C@@H](O)CN2C(=O)C2CCCCC2)cc1	-8%
COc1ccc(N2CCN(Cc3nc4c(c(=O)[nH]c(=O)n4C)n3Cc3ccc(Cl)cc3)CC2)cc1	4%
COc1ccc2c(Sc3ccccc3)c(C(=O)NCc3ccc(OC(C)C)cc3)[nH]c2c1	-8%
CN(C)c1ccc(CNC(=O)c2cc3cc(S(=O)(=O)N4CCCCC4)ccc3n2C)cc1	2%
CCC(C)NC(=O)CSc1nc(-c2ccc(F)cc2)cc(C(F)(F)F)n1 (stereo not drawn)	-1%
COc1ccc(CNC(=O)CCCN2C(=O)c3cccnc3Oc3ccc(Cl)cc32)cc1	-5%[15.4 µM]
COC(=O)c1ccccc1NC(=O)c1cc(-c2ccccc2O)no1	-11%
CSc1ccccc1NC(=O)C1(C)CCN1C(=O)CCC1CCCC1 (stereo not drawn)	4%
Cc1ccc(C)c(N2CCN(c3nc4ccccc4c(=O)n3-c3ccccc3)CC2)c1	4%
O=C(O)CCCC1(C(=O)O)CCCC1	2%
Cc1ccc2c(c1)C1(OCCCO1)C(=O)N2CC(=O)NN	-11%
CC(=O)Nc1cccc(NC(=O)c2cccc(Cl)c2)c1	-1%
C#C[C@]1(O)CCC2C3CC=C4C[C@H](O)CC[C@]4(C)C3CC[C@@]21C (stereo partly drawn)	11%
Cc1ccc2c(c1)c1c(c(=O)n(-c3ccccc3)c(=O)n1CC(=O)N1CCCC1)n2C	-5%
O=C(Nc1ccc(F)c(Cl)c1)C1Cc2c(-c3ccc(Cl)cc3)ccnc2O1 (stereo not drawn)	4%
(further entries)
SMILES	Tb PYK inh
COc1ccc(OC)c(CNC(=O)c2cccc(NC(=O)N3CCSc4ncccc43)c2)c1	4%[15.4 µM]
CCOC(=O)c1ccc(OCC2c3cc(OC)c(OC)cc3CCN2C(=O)Cc2ccc(F)cc2)cc1 (stereo not drawn)	-10%
Cc1cccc(Cn2c(SCc3ccc(C(=O)NCc4cccs4)cc3)nc3cccnc32)c1	-2%
O=C1CC[C@@H]2CC3(C[C@@H]4CCN1[C@H]24)Nc1cc([N+](=O)[O-])ccc1NC3=NC1CCCCC1 (stereo partly drawn)	-3%
COc1cc(Br)cc2cc(S(=O)(=O)c3ccccc3)c(=O)oc12	-2%
CCCCOC(=O)c1ccc(OC(=O)c2sc3ncn(Cc4cccc(F)c4)c(=O)c3c2C)cc1	-1%
COc1ccc(C(CNC(=O)c2cc(S(=O)(=O)N3CCCCC3)ccc2C)N2CCCC2)cc1 (stereo not drawn)	2%
CCc1nc2nc(C)cc(Nc3ccc(OC)cc3)n2n1	-2%
COc1ccc(C2(c3cccc(O)c3OC)CCN(C(C)=O)CC2)cc1O	7%
NC(=O)c1ncn([C@@H]2O[C@H](CNCc3cc(Br)ccc3OCc3ccccc3)[C@@H](O)[C@H]2O)n1	-5%
CC(C)C[C@@H](CN1CCC[C@@H]1CN1C(=O)C(=O)NC[C@@H]1Cc1ccccc1)N1C[C@H](Cc2ccccc2)N(CC2CCCCCC2)C(=O)C1=O	-8%
Cc1cc2c(cc1C)NP(=S)(c1ccccc1)N2	-18%
CC(=O)C1=C(O)C(CSCc2ccccc2)N(C)C1=O (stereo not drawn)	-1%
COc1cccc(C=NNc2nnc(NN=Cc3cccc(OC)c3OC)c3ccccc23)c1OC	-9%
O=C(Nc1ccc2ccccc2c1)c1ccccc1Cl	0%
Cc1ccc(CN2CC(N3CCN(C)CC3)CS2(=O)=O)cc1 (stereo not drawn)	-5%
CCCCn1c(Oc2cccc(C(=O)OC)c2)nc2c1c(=O)n(C)c(=O)n2C	-21%
COc1cccc(C(O)c2nc(/C=C/c3ccc(C(F)(F)F)cc3)cs2)c1 (stereo not drawn)	5%
CCC(C)n1c(SCc2ccc(C(C)(C)C)cc2)nc2ccsc2c1=O (stereo not drawn)	-10%
CCn1c(C)cc(C(=O)COC(=O)CNC(=O)c2ccco2)c1C	1%
CCOc1ccccc1CNC(=O)CC(C)n1ccc(C)n1 (stereo not drawn)	-1%
COc1ccc(-c2cc(=O)oc3c4c(ccc23)OCN(Cc2cccc(OC)c2)C4)cc1	-4%
CC1(N=Cc2cc(Cl)ccc2O)COP(=O)(NC2CCCC2)OC1 (stereo not drawn)	-3%
CCOC(=O)C1(C)CCN1C(=O)c1c(F)cccc1F (stereo not drawn)	2%
CCOC(=O)c1cccc(NC(=O)CC2C(=O)N(c3ccc(F)cc3)C(=O)N2Cc2cccc(OC)c2)c1 (stereo not drawn)	0%
CCOc1ccc2nc(SCC(=O)Nc3ccc(F)cc3)nc(-c3ccccc3)c2c1	-10%
c1csc(CN2CCC3(CCNCC3)CC2)n1	-4%
O=C(NCCOc1ccc(F)cc1)C1CCC(=O)N(Cc2ccc(Cl)cc2)C1 (stereo not drawn)	1%
CCOc1ccccc1NC(=O)CCNC(=O)N1CC(=O)Nc2ccccc21	-10%
Cc1ccc(S(=O)(=O)N2CCC(C(=O)Nc3ccc(Oc4ccccc4)cc3)CC2)cc1	1%

Gathered by group: the entries above with a tert-butyl group
SMILES	Tb PYK inh
Cc1ccc(-n2ncc(C(=O)NCCN3CCc4ccccc4C3)c2C2CCN(C(=O)OC(C)(C)C)CC2)cc1	-12%[15.4 µM]
CCC(C)n1c(SCc2ccc(C(C)(C)C)cc2)nc2ccsc2c1=O (stereo not drawn)	-10%

Continuation:
SMILES	Tb PYK inh
COC(=O)c1cc(OC)c(OC)cc1NC(=O)c1ccc(Br)o1	-13%
COC1CC(C)C(OC)c2cc(O)cc(c2O)NC(=O)C(C)=CC=CC(C)C(OC(N)=O)C(C)=CC(C)C1OC (stereo not drawn)	?
COc1ccc(C)cc1NC(=O)Cn1c(=O)oc2cc(S(=O)(=O)N3CCCCCC3)ccc21	-2%[15.4 µM]
CCc1ccc([C@H]2[C@@H]3C(=O)C[C@@H]4C(=O)N(c5ccccc5)C(=O)[C@@H]4[C@@H]3CN2S(=O)(=O)c2ccc(C)cc2)cc1	-1%
CCCN(CCC)C(=O)C1CCCN(c2ncnc3c2nc2n3CCCCC2)C1 (stereo not drawn)	-2%
CC(C)(C)c1ccc(CC(=O)N2CCC2(C)C(=O)O)cc1 (stereo not drawn)	5%
CCn1cc2nc(SCC(=O)Nc3cccc(Cl)c3C)n(Cc3ccc(Cl)cc3)c(=O)c2n1	4%
COc1ccccc1CN1CCC2(CC1)CCN(C(=O)c1cc(C(F)(F)F)cc(C(F)(F)F)c1)CC2	-1%
CCOc1ccc(C2c3c(-c4ccc(C)cc4)n[nH]c3C(=O)N2c2ccc(Cl)cc2)cc1 (stereo not drawn)	4%
